Cardio protect – myocardial damage modulation in H9c2 cells. hit rate 0.63% among 360,000. H9c2 cardiomyocytes, H2O2 injury protection, ATPLite, 2 h. AID 588492. protection from H2O2 cell death, % at 20 µM;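 active means compounds giving at least 50% protection of heart cells from peroxide-induced death in the single-dose screen, raw or plate-pattern-corrected value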;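 further: 0% = DMSO wells with peroxide and 100% = DMSO wells without peroxide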
Peg3 prom inh – reduces Peg3 promoter-driven luciferase expression in HeLa; HeLa PEG-Prom luciferase reporter, luminescence, overnight; inhibition, % at 20 µM; hit rate 1.7% among 360,000; AID 588405;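 active means inhibition of at least 50% at 20 µM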
NR2E3 ag-1 – NR2E3 (human) agonism | hit rate 0.12% among 320,000 | AID 2300 | GST-NR2E3/biotin-RetCOR TR-FRET, 1536-well | inhibition of corepressor binding, % at 4.78 µM;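 active means percent inhibition above the cutoff of mean plus 3 SD of all tested compounds, set per screening campaign, cut at about 20% in these data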;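 further: 0% = DMSO wells and 100% = biotin wells as full block of FRET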
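system = GST-tagged NR2E3 plus biotinylated RetCOR corepressor | input = 1.35 nM GST-NR2E3 | also added = 7 nM biotin-RetCOR | schedule = 5 h incubation at 4 °C | measured by = TR-FRET with europium anti-GST and streptavidin-D2, 340 nm excitation | read-out = percent loss of FRET ratio relative to control wells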
CaV13 ICDI inh – Disruptors of the CACNA1D IQ motif to Ca2+-dependent inactivation inhibitor domain association, primary screening, Förster resonance energy transfer in intact living …. HEK cells, CFP/YFP FRET ICDI-IQ, plate reader, 10 min; percent FRET-ratio fall versus neutral wells. inhibition, % at 12.3 µM. hit rate 0.098% among 340,000;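 active means mean replicate inhibition of at least 30% and at least 1% of replicates passing that level; inconclusive means only one of the two criteria is met; inactive means neither criterion is met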;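 further: 0% = median of the neutral control wells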
HIF-2a inh – inhibitors of HIF-2a | inhibition, % at 18.8 µM | hit rate 0.72% among 360,000 | AID 624352 | 786-0 RCC cells HIF-2a reporter, luciferase luminescence, overnight;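 active means inhibition of the luminescence signal of 40% or more relative to plate controls, in a single-dose primary screen at 18.75 µM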
NR2E3 ag-2 – agonists of human NR2E3 nuclear receptor; CHO-S Gal4-NCOR/VP16-NR2E3 two-hybrid, luciferase; inhibition of corepressor binding, % at 3.98 µM; hit rate 0.35% among 360,000; AID 602229;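 active means inhibition above the mean of all tested compounds plus 3 SD, cut at about 70% in these data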;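 further: 0% = DMSO with NR2E3 transfected cells and 100% = cells lacking NR2E3 construct; higher means lower luciferase signal from less NR2E3 corepressor binding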
iPSC survival up – increases survival of single human iPS cells; hiPSC single-cell survival, ATPlite luminescence; 100% = ROCK inhibitor wells, 0% = DMSO; survival enhancement, % at 20 µM; hit rate 0.044% among 360,000; AID 602274; in the data active means survival enhancement above about 18%;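 further: cells exposed to compounds for 16 hours before the ATP read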
Shn3 inh set2 – inhibitors of Schnurri-3 3'UTR reporter in osteoblasts | Clone20 osteoblast Shn3 3'UTR firefly luciferase, 24 h | hit rate 0.52% among 360,000 | inhibition, % at 12.5 µM | AID 588674;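 active means mean inhibition of at least 75% with every replicate also reaching 75%; inconclusive means mean inhibition at least 75% but some replicate below; inactive means mean inhibition below 75%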;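 further: 0% = median of neutral control wells and 100% = pilot-screen positive control compound; some compounds past the cut are filed as inactive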
PDI inh – blocks human protein disulfide isomerase activity | P07237 | PDI insulin aggregation turbidity, A650, 90 min | inhibition, % at 10 µM | hit rate 0.052% among 350,000 | AID 588391;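 active means mean inhibition across replicates of 30% or more, whatever share of single replicates reach that level; inconclusive means mean inhibition below 30% while every single replicate reaches 30%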;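 further: absorbance from insulin aggregation driven by PDI reduction with DTT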
Target sequence (P07237 whole entry, looked up): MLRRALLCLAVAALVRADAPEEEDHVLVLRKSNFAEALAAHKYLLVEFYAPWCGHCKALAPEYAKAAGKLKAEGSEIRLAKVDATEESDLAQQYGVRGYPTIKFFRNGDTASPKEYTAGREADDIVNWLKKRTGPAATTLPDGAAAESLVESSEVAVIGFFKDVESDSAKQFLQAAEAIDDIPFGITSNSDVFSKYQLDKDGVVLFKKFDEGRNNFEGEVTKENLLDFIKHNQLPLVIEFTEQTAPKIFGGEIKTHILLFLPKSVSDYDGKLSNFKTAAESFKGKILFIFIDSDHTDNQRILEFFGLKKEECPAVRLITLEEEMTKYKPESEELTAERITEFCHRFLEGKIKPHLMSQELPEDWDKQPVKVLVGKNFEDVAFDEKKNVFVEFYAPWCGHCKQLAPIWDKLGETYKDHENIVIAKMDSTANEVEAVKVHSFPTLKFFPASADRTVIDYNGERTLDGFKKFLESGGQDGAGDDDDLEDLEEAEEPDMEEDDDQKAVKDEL
HTR2A ag – activates the mouse 5-HT2A serotonin receptor | P35363 | CHO-K1 mHTR2A beta-arrestin complementation, luminescence; percent of 30 µM serotonin response | activation, % at 7.6 µM | hit rate 0.66% among 360,000 | AID 624169;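 active means activation above a run cutoff, the mean activation of all tested compounds plus 3 SD, cut at about 14% in these data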;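 further: 0% = plate median of compound wells and 100% = 30 µM serotonin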
Target sequence (P35363 whole entry, looked up): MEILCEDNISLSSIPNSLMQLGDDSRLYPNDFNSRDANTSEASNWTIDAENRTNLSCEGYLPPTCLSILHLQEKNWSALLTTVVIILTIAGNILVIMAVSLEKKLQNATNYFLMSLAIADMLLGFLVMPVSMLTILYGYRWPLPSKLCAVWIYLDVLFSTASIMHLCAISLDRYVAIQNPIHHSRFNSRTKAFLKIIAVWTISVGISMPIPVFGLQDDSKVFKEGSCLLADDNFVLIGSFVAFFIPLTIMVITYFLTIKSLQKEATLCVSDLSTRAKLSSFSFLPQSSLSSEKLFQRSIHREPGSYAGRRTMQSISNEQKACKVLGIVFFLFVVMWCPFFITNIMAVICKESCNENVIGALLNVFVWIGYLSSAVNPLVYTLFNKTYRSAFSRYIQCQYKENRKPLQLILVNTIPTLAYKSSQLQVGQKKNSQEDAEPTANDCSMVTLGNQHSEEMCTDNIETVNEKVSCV
MITF TRPM1 inh – inhibitors of MITF-driven TRPM1 promoter in melanoma cells | SK-MEL-5 TRPM1 promoter luciferase, 24 h | inhibition, % at 12.5 µM | hit rate 0.83% among 330,000 | AID 488899;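 active means mean inhibition across replicates of 60% or more, whatever share of single replicates reaches that level; inconclusive means some that reach 60%, reason not given; inactive means mean inhibition across replicates below 60%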; further: values of inactives mirror those of a sister screen read the other way
* hit, by the source's call; ? = inconclusive; · = no result given.

molecule,Cardio protect,Peg3 prom inh,NR2E3 ag-1,CaV13 ICDI inh,HIF-2a inh,NR2E3 ag-2,iPSC survival up,Shn3 inh set2,PDI inh,HTR2A ag,MITF TRPM1 inh
CCCNC(=O)CN1C(=O)COc2ccc(S(=O)(=O)N3CC(C)CC(C)C3)cc21 (configuration not stated),-2,-3,-2,-6,5,-29,-0.4,-9,0,7,3
CCOC(=O)N1CC=C2C(C#N)=C(N)C(C#N)(C#N)[C@H](c3cccs3)C2C1 (some centres not stated),3,-4,3,·,-8,10,0.6,-3,3,-2,2
COc1cccc(-c2ccc3c(c2)O[C@H](CN(C)C(=O)c2ccccc2F)[C@H](C)CN([C@H](C)CO)S3(=O)=O)c1,22,22,·,-4,18,-5,1.3,10,-2,2,·
CCCNC(=O)c1ccc(N2CCC3(CC2)CC(c2cccc(Br)c2)=NO3)c(NC(=O)c2c(Cl)cccc2Cl)c1,0,4,5,-10,7,17,0.1,11,0,1,6
Cc1ccc(NC(=O)COC(=O)CCc2ccc(S(=O)(=O)N3CCOCC3)cc2)c(C)c1,-6,14,-2,1,5,-21,2.0,-7,-1,0,18
CCOc1ccc(S(=O)(=O)NCCCN2CCOCC2)cc1,-1,5,-2,-7,16,-3,0.5,66,8,1,14
Fc1ccc2nc(-c3ccccc3)ccc2c1,-2,-151,·,-8,-271,-28,-2.0,-99,·,3,·
COc1ccccc1-c1noc(CCC(=O)N2CCN(c3cc(C)ccc3C)CC2)n1,-12,12,·,-7,12,-24,6.4,-8,-3,12,-9
CC1CCN(c2ccc3nnc(CCC(=O)N4CCCCC4)n3n2)CC1,6,14,2,-14,7,-5,0.6,-1,-5,4,5
Cc1ccc(C(=O)N2CCCC2)cc1S(=O)(=O)N1CCCCC1,0,9,3,-3,7,-22,-0.1,-13,-2,4,13

Continuation:
molecule,Cardio protect,Peg3 prom inh,NR2E3 ag-1,CaV13 ICDI inh,HIF-2a inh,NR2E3 ag-2,iPSC survival up,Shn3 inh set2,PDI inh,HTR2A ag,MITF TRPM1 inh
CCn1c(SCC(=O)Nc2ccc(C)cc2)nc2nc3c(cc2c1=O)CCCC3,16,10,-4,-2,11,-31,-0.5,19,7,5,0
O=C(NCc1ccc(Cl)cc1)c1ccc(S(=O)(=O)N2CCCCC2)cc1,-9,35,3,-15,12,-14,-0.5,28,0,-6,6
Cn1c(SCC(=O)N/N=C/C=C/c2ccccc2[N+](=O)[O-])nc2ccccc21,8,13,-1,-15,22,-10,-1.0,-10,3,-2,3
COc1cccc(NC(=O)Cc2nnc(SCC(=O)NC3=NCCS3)n2C)c1,-6,-4,3,-2,15,-21,-0.2,4,18,10,6
CC(C)CNC(=O)c1cccc(NC(=O)COc2ccc([N+](=O)[O-])cc2)c1,-12,7,-6,2,8,-27,2.3,47,3,-7,10
NNC(=S)NC1CCCCC1,-6,4,2,-4,11,5,-0.3,-4,4,-2,-2
CCC(C)(C)NC(=O)C(c1ccc(OC)cc1)N(Cc1cccs1)C(=O)CCC(=O)Nc1cc(C)on1 (configuration not stated),10,19,6,·,21,13,-2.7,5,-9,-1,5
CCC(=O)Nc1nonc1-c1nc2ccccc2n1N(C(=O)CC)C(=O)CC,16,-8,2,-5,-5,-26,-3.6,-2,-2,0,17
COc1cccc2oc3cc(C#CC4(O)CCCCC4)ccc3c(=O)c12,-6,-95,6,-3,-144,-40,-3.4,-24,0,-4,-25
Cc1cc(C)c(C#N)c(SCc2cn3ccccc3n2)n1,17,-171,-1,-2,-142,0,-0.4,-24,7,-3,-3

(more compounds)
molecule,Cardio protect,Peg3 prom inh,NR2E3 ag-1,CaV13 ICDI inh,HIF-2a inh,NR2E3 ag-2,iPSC survival up,Shn3 inh set2,PDI inh,HTR2A ag,MITF TRPM1 inh
O=C(c1ccc(F)cc1)N1CCN(Cc2ccccc2Br)CC1,-11,14,1,-3,16,-3,-2.3,9,6,-1,0
O=C(NCCN1CCCC1)C1(S(=O)(=O)c2ccc(Cl)cc2)CC1,8,2,-1,-7,8,-20,2.1,-7,-1,-3,-7
CCOC(=O)c1cc2c(=O)n3ccccc3nc2n(CC2CCCO2)c1=NC(=O)/C=C/c1ccccc1 (configuration not stated),44,27,2,0,2,-5,0.0,17,4,-4,-10
COc1ccccc1C(C(=O)NC1CCCCC1)N(C(=O)c1csnn1)C1CC1 (configuration not stated),-7,2,4,-3,2,-13,-0.2,-3,0,5,·
O=c1[nH]c2ccccc2nc1-c1nnnn1C1CCCC1,·,·,·,-2,8,-10,0.9,·,·,0,·
CCC(C(=O)O)n1cnc2scc(-c3ccc(C)c(C)c3)c2c1=O (configuration not stated),-2,9,-1,-4,16,-7,2.9,-8,-3,24*,24
COC(=O)c1ccc2c(c1)NC(=O)C(N1CCCC1)S2 (configuration not stated),-1,18,0,-11,3,-19,-0.9,-5,2,6,-12
O=C(CN1C(=O)NC2(CCCCC2)C1=O)NNC(=O)C1CC1,-5,11,4,-3,4,10,0.6,-2,1,10,5
O=C(O)c1cccc(NS(=O)(=O)c2ccc3c(c2)OCCCO3)c1,-5,11,1,-2,20,-26,0.6,-36,-13,3,-3
Cc1nn(-c2ccccc2)c(Cl)c1/C=N/Nc1nc2ccccc2n1C,10,-207,-3,-15,-210,-152,-1.1,-86,-2,-7,-52

One compound at a time, as listed above. Order of screens: Cardio protect	Peg3 prom inh	NR2E3 ag-1	CaV13 ICDI inh	HIF-2a inh	NR2E3 ag-2	iPSC survival up	Shn3 inh set2	PDI inh	HTR2A ag	MITF TRPM1 inh
Shown for `COC(=O)c1ccc2c(c1)NC(=O)C(N1CCCC1)S2` (configuration not stated) = -1	18	0	-11	3	-19	-0.9	-5	2	6	-12
Shown for `COc1cccc(NC(=O)Cc2nnc(SCC(=O)NC3=NCCS3)n2C)c1` = -6	-4	3	-2	15	-21	-0.2	4	18	10	6

(further entries)
molecule,Cardio protect,Peg3 prom inh,NR2E3 ag-1,CaV13 ICDI inh,HIF-2a inh,NR2E3 ag-2,iPSC survival up,Shn3 inh set2,PDI inh,HTR2A ag,MITF TRPM1 inh
Cc1cc(/C=N/NC(=O)c2ccoc2C)cc(C)c1O,-3,-276,·,-6,-266,-68,3.1,-142,-2,1,·
O=C(CN1C(=O)C2CCCCC2C1=O)NC1CCCc2ccccc21 (configuration not stated),11,8,·,-7,6,-1,-0.5,?,-1,8,-9
CC(=O)N1CCN(S(=O)(=O)c2cccc(C(=O)Nc3ccccc3N3CCCC3)c2)CC1,1,2,2,-5,9,-5,0.7,11,-8,1,15
COC(=O)Cn1ncc(N2C3CC(CC(C)(C)C3)C2C)c(Cl)c1=O (configuration not stated),1,-2,-4,-20,16,9,-1.1,19,-2,8,-10
CCCN(CCC)S(=O)(=O)c1ccc(C(=O)Nc2ccc(S(=O)(=O)Nc3nnc(CC)s3)cc2)cc1,0,15,·,-2,15,-5,1.0,-9,1,1,-1
COc1ccc(C)cc1NC(=O)c1ccccc1N(C)S(=O)(=O)c1ccccc1,0,13,1,-1,16,12,-0.1,3,12,1,6
CCCn1cnc2c(SCc3ccccc3F)nc(N)nc21,-6,-175,·,-5,-229,-75,-2.5,-7,-4,0,-66
CCOc1[nH]n(-c2ccc(Cl)cc2)c(=O)c1C=Nc1ccc(OC)cc1,-15,2,3,·,8,-7,0.6,-8,-3,-4,-5
Cc1ccnc2nc(C(=O)OCC(=O)Nc3ccccc3C(C)(C)C)nn12,4,1,4,-1,15,-2,-0.9,18,2,3,8
Cc1cc(C)n(C(=O)c2ccccc2[N+](=O)[O-])n1,-1,-4,0,-3,-5,10,3.3,-22,5,5,-11

(list continues)
molecule,Cardio protect,Peg3 prom inh,NR2E3 ag-1,CaV13 ICDI inh,HIF-2a inh,NR2E3 ag-2,iPSC survival up,Shn3 inh set2,PDI inh,HTR2A ag,MITF TRPM1 inh
CCCCn1c(=O)[nH]c(=O)c2c1nc(COC(=O)c1c(C)noc1C)n2CCC,16,16,2,-4,6,3,0.3,-3,-3,-2,5
Cc1ccc2c(c1)C(c1ccncc1)=NNC(c1ccccc1)=N2,13,-28,0,-4,-77,-34,-0.5,-23,-2,-1,-23
COc1cc(-c2cc(=O)c3c(O)c(OC)c(OC)cc3o2)cc(OC)c1O,-3,13,-5,·,-37,9,-1.7,3,·,3,6
CCOc1ccc(CSC(CC(=O)O)C(=O)O)cc1 (configuration not stated),-7,1,2,·,6,-3,3.2,0,-8,0,2
CC(C)(C)OC(=O)[C@H](CCCCN)NC(=O)c1[nH]cnc1C(=O)N[C@@H](Cc1ccccc1)C(=O)OCc1ccccc1,3,23,·,·,11,-9,-2.6,0,1,-8,12
O=C(CSc1nnc(COc2ccccc2)o1)N1CCN(c2ccccc2)CC1,-4,10,0,-6,-28,-19,-1.3,18,0,-7,-10
COCCN(CCOC)c1cc(C)c(C#N)c2nc3ccccc3n12,2,10,2,-3,25,-6,1.5,0,8,0,-1
COc1ccc(NC(=S)N(CCCN2CCOCC2)C(C)c2cc3ccccc3o2)cc1 (configuration not stated),2,10,-2,1,11,-8,-0.7,·,6,-3,-9
Cn1nccc1C(=O)N1CCN(S(=O)(=O)c2ccc(Br)s2)CC1,3,8,3,-3,5,-9,-0.4,-10,2,-1,-7

Among those listed so far, six contain a Cl atom:
molecule,Cardio protect,Peg3 prom inh,NR2E3 ag-1,CaV13 ICDI inh,HIF-2a inh,NR2E3 ag-2,iPSC survival up,Shn3 inh set2,PDI inh,HTR2A ag,MITF TRPM1 inh
CCCNC(=O)c1ccc(N2CCC3(CC2)CC(c2cccc(Br)c2)=NO3)c(NC(=O)c2c(Cl)cccc2Cl)c1,0,4,5,-10,7,17,0.1,11,0,1,6
O=C(NCc1ccc(Cl)cc1)c1ccc(S(=O)(=O)N2CCCCC2)cc1,-9,35,3,-15,12,-14,-0.5,28,0,-6,6
O=C(NCCN1CCCC1)C1(S(=O)(=O)c2ccc(Cl)cc2)CC1,8,2,-1,-7,8,-20,2.1,-7,-1,-3,-7
Cc1nn(-c2ccccc2)c(Cl)c1/C=N/Nc1nc2ccccc2n1C,10,-207,-3,-15,-210,-152,-1.1,-86,-2,-7,-52
COC(=O)Cn1ncc(N2C3CC(CC(C)(C)C3)C2C)c(Cl)c1=O (configuration not stated),1,-2,-4,-20,16,9,-1.1,19,-2,8,-10
CCOc1[nH]n(-c2ccc(Cl)cc2)c(=O)c1C=Nc1ccc(OC)cc1,-15,2,3,·,8,-7,0.6,-8,-3,-4,-5
